MCF10A rerep: induces DNA re-replication in MCF 10a normal breast cells; MCF 10A DNA re-replication, Hoechst nuclear intensity, 48 h; Potency, µM (doses to about 46.1 µM), for inactives: at the top dose activity, positive = re-replication, usual class: activators; actives 2.9% (n = 350,000); AID 624296; further: potency means the concentration at half of the fitted maximal effect; % of control where 0% means no effect; nearly all actives have a fitted effect of over 50% in size
S2 tox: viability counter-screen for ATXN expression inhibitors. Potency, µM (doses to about 56.7 µM), hits mostly cytotoxic. S2 cells (HEK-293 line with an ATXN2-luciferase reporter) viability, CellTiter-Fluor protease fluorescence, 24 h. actives 0.49% (n = 400,000); further: potency means the concentration at half of the fitted maximal effect; nearly all actives have a fitted effect of over 40% in size
TGFb inhibitor: TGF-b pathway inhibition; Potency, µM (highest dose often 46.1 µM), inactives show at the highest dose activity, negative = inhibition, most hits filed as inhibitors; actives 1.2% (n = 410,000); HepG2 CAGA-GFP TGF-b/SMAD3 reporter, GFP fluorescence, 18 h; TGF-beta stimulated, 500 pg/mL final; AID 588855; further: potency means the concentration at half of the fitted maximal effect; on the % scale 0 is the no-effect control and ±100 the full control effect; nearly all actives have a fitted effect of over 65% in size
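First, reporter cells (HEPG2 CAGA-GFP) rested 2 h at 37 degrees C. Next, compounds were pinned in and TGF-beta added to 500 pg/mL final. After 18 h, GFP was imaged per cell and summed per well.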
HepG2 tox: counter-screen for TGF-b inhibitors: cytotoxicity in HepG2 cells; HepG2 CAGA-GFP viability, ATP luminescence, 18 h; Potency, µM (doses to about 46.1 µM), for inactives: at the highest dose activity change, negative = cytotoxicity, hits mostly cytotoxic; actives 0.76% (n = 410,000); AID 588856; further: potency means the concentration at half of the fitted maximal effect; some results filed as inactive show a strong effect at the top dose
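CellTiter-Glo luminescence gave cytotoxicity after 18 hours at 37 degrees C. The cells were HepG2 CAGA-GFP in 1% FBS DMEM, stimulated with 500 pg/mL TGF-beta after compound addition. %Activity was normalised to no-cell wells (complete cell-killing) and DMSO (no toxicity), and curves were fitted and classified.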
Nrf2 inh: Nrf2 pathway inhibition; A549 ARE-Fluc reporter, luciferase luminescence, 18-24 h; Potency, µM (top dose mostly 46 µM), for the others: at the top dose activity change, negative = inhibition, most hits filed as inhibitors; actives 2.1% (n = 360,000); further: potency means the concentration at half of the fitted maximal effect; on the % scale 0 is the no-effect control and ±100 the full control effect; nearly all actives have a fitted effect of over 60% in size
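Nrf2 function is reported as luminescence of an ARE-controlled luciferase in A549 cells. Compounds were tested at several concentrations, and a CellTiter-Fluor read on the same wells flagged cytotoxicity.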
ATXN2 expr inh: inhibitors of ATXN2 expression; HEK-293 ATXN2-luciferase reporter, luminescence, 24 h; Potency, µM (doses to about 57 µM), for inactives: at the top dose activity change, negative = inhibition, actives largely listed as inhibitors; actives 0.72% (n = 360,000); further: potency means the concentration at half of the fitted maximal effect; on the % scale 0 is the no-effect control and ±100 the full control effect; nearly all actives have a fitted effect of over 55% in size
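ATXN2-luciferase reporter cells (luciferase flanked by upstream and downstream ATXN2 gene portions) were treated 24 h at 37 °C with compounds at up to 57 uM. SteadyGlo luminescence gave expression; GF-AFC fluorescence gave viability.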
Nrf2 activator: activators of Nrf2 (ARE) signaling | AID 624171 | actives 0.31% (n = 410,000) | AREc32 ARE-luciferase reporter (MCF7-derived line), luminescence, 24 h | Potency, µM (top dose mostly 46.1 µM), for the others: at the highest dose activation, usual class: activators; further: potency means the concentration at half of the fitted maximal effect; % of control where 0% means no effect; nearly all actives have a fitted effect of over 65% in size
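Luciferase luminescence (Steady-Glo, 30 min at room temperature) served as the read-out of ARE activation in AREc32 cells treated with compounds for 24 hr at 37 deg C.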
IL-1B inflam inh: blocks inflammasome-driven IL-1 beta release. actives 4.7% (n = 360,000). activity change, % at 57.5 µM. THP-1 LPS/ATP IL-1B secretion, AlphaLISA, 16 h; hits give low values; in the data active means activity change below about -50%; inconclusive means mostly about -30% to -49%; further: on the % scale 0 is the no-effect control and ±100 the full control effect
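Secreted IL-1B measured by AlphaLISA bead assay after 16 h compound exposure of THP-1 cells; compounds (final up to 57.5 uM) added 1 h before LPS (250 ng/mL) and ATP (1.25 mM) stimulation; lower signal means less secretion.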
A549 viability: counter-screen for Nrf2 inhibitors: cytotoxicity in A549 cells. actives 0.16% (n = 390,000). Potency, µM (top dose mostly 46 µM), without a hit: at the top dose activity change, negative = cytotoxicity, most hits filed as inhibitors. A549 ARE-Fluc cells, CellTiter-Fluor viability, 18-24 h; further: potency means the concentration at half of the fitted maximal effect; on the % scale 0 is the no-effect control and ±100 the full control effect
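Cytotoxicity counterscreen: CellTiter-Fluor fluorescence was measured in A549 ARE_Fluc cells after 18-24 h of compound exposure in a concentration series. The subsequent BugLite luminescent read reports ARE-luciferase activity.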
Active calls of the source: *; i = inactive; ? = inconclusive; · = not tested or not shown; [ ] = remark or other dose. Unless noted, the call rests on the fitted dose curve; in most records, active means well fitted curve in the direction sought with a large enough effect; inconclusive means small, poorly fitted or top-dose-only effect, or another doubt; inactive means no such curve, though single readings can be large; an effect the other way counts as inactive or inconclusive.

SMILES	MCF10A rerep	S2 tox	TGFb inhibitor	HepG2 tox	Nrf2 inh	ATXN2 expr inh	Nrf2 activator	IL-1B inflam inh	A549 viability
CC(Nc1nc(N2CCN(S(C)(=O)=O)CC2)nc2ccccc12)c1ccccc1 (stereo not given)	13%	i	-3%	-33%	14%	-17%	0.3%	-7	0%
CC(C)(C)OC(=O)N1CC2Cc3[nH]c(=O)ccc3C(C2)C1 (stereo not given)	1%	i	22%	-3%	?	-2%	0.1%	-5	0%
O=C(Nc1nccs1)c1sc2cc(Cl)ccc2c1Cl	-4%	?	?	-61%	?	-21%	12%	0	-14%
C[C@@H]1NS(=O)(=O)[C@H]2C[C@@H]3C=C[C@]2(O3)[C@H]1OC(=O)c1ccc(C(C)(C)C)cc1	2%	i	-9%	-6%	-14%	-4%	-0.3%	0	5%
Cc1cc(S(=O)(=O)N(Cc2ccc3c(c2)OCO3)CC2CCCO2)ccc1-n1cnnn1 (stereo not given)	3%	i	3%	6%	·	-4%	0.1%	-19	-2%
Cc1ccc(NC(=O)c2sc3ccccc3c2Cl)cc1	·	·	-9%	-13%	?	·	10%	·	-3%
Cn1c(=NC(=O)C2CC2)sc2cccc(F)c21	-8%	i	-5%	-13%	12%	34%[activator]	15%	-16	2%
O=C(Nc1cccc([N+](=O)[O-])c1)c1cc(S(=O)(=O)N2CCOCC2)cs1	4%	i	-14%	-14%	?	-6%	25%	-20	-6%
Cc1noc(C)c1CSCC(=O)Nc1cc(S(=O)(=O)N2CCCCC2)ccc1OC(C)C	-2%	i	?	-6%	?	0%	2.0%	-20	-10%
Cc1c(CC(=O)NCC(=O)N[C@H](Cc2ccccc2)C(=O)O)c(=O)oc2cc(O)ccc12	-37%[inhibitor]	·	0%	-13%	?	3%	0.2%	36	6%
CCn1cc(C(=O)NN)c(=O)c2cc(F)c(N3CCN(C)CC3)cc21	-3%	i	6%	-35%	-3%	·	0.5%	-6	2%
O=C(N/N=C/C=C\c1ccccc1[N+](=O)[O-])c1ccccn1	0%	i	0%	-13%	3%	26%	8.3%	0	0%
Cc1cccc(-n2ccnc2SCC(=O)Nc2ccc3c(c2)OCCO3)c1	-8%	i	-10%	6%	·	29%	0.3%	-26	-9%
CCN(CC)C(=O)C1CCCN(Cc2ccc(F)c(F)c2)C1 (stereo not given)	0%	i	16%	-2%	·	-8%	-0.3%	0	9%
O=C1CCC/C(=N\NC(=O)NC2CCCCC2)C1	28%	i	0%	-3%	-5%	2%	-0.3%	-11	-2%
Cc1cc(C)n(-c2nnc(C)n2/N=C/c2ccccc2F)n1	-2%	i	12%	12%	9%	6%	-0.7%	10	6%
O=C(c1ccc(F)cc1)c1cc2ccccc2o1	6%	i	-5%	-14%	?	66%[activator]	12%	-15	·
COC(=O)c1cccc(NC(=O)Nc2ccc(Cl)c(Cl)c2)c1	?	i	?	11µM*	?	?	5.4%	-85*	?
CCc1cc2c(NCC3CCCO3)ncnc2s1 (stereo not given)	17%	i	-21%	1%	?	-7%	-0.7%	30	-8%
Cn1c(=O)cc(SCC(=O)NCc2ccc(F)cc2)c2ccccc21	15µM*	i	-9%	-20%	?	13%	-0.1%	-17	-6%
COc1ccccc1C1CC(c2ccc(F)cc2)Nc2ncnn21 (stereo not given)	12%	i	?	0%	0%	-11%	-0.9%	6	4%
CC(C)c1cccc(C(C)C)c1NC(=O)COC(=O)c1ccc2c(c1)S(=O)(=O)c1ccccc1C2=O	?	i	-1%	-70%	9%	7%	1.8%	-5	2%
Cn1c(CNS(=O)(=O)c2ccc(Br)cc2)n[nH]c1=S	15%	i	-19%	-11%	-10%	-30%	0.0%	-11	-11%
COc1ccc(OC)c(CN2CCC(Cc3ccccc3)CC2)c1	22%	i	1%	-25%	13%	-24%	-0.3%	-7	0%
CCN(CC)CCC(c1ccc(N(C)C)cc1)c1c(OC)cc(OC)c2ccc(=O)oc12 (stereo not given)	27%	10µM*	-4%	-2%	7%	3%	5.1%	-2	?
Cc1ccccc1S(=O)(=O)N1[C@@H](c2cccc(Cl)c2)C(C(=O)OC(C)(C)C)=CC[C@H]1c1ccc(Cl)cc1	·	i	-4%	-19%	·	-12%	0.2%	-8	·
COc1ccccc1NC(=O)Nc1ccccc1C#N	?	i	6%	3%	-1%	-4%	0.4%	12	1%
O=C(COC(=O)Cc1ccc(Br)cc1)NC1CCCCCC1	-2%	i	1%	-8%	7%	-28%	0.3%	0	-1%
Cc1cnc(C(=O)OCC(=O)Nc2sc3c(c2C#N)CCC3)cn1	1%	i	-17%	-13%	8%	-2%	0.1%	-7	-6%
COC(=O)[C@]1(Cc2ccccc2)N[C@H](CN(C)C(=O)Nc2ccc(C(F)(F)F)cc2)[C@@H]2C(=O)N(Cc3ccccc3)C(=O)[C@@H]21	5%	i	10µM*	-29%	?	-25%	5.7%	?	?
O=C(COC(=O)c1cc(-c2ccco2)nc2ccccc12)NCc1ccc2c(c1)OCO2	-2%	i	?	-41%	10%	-9%	20%	-17	-3%
CN1CCN(S(=O)(=O)c2ccc(N3CCN(S(=O)(=O)c4cccs4)CC3)nc2)CC1	27%	i	-1%	-15%	·	0%	-0.6%	-2	11%
CN(C)CCNC(=O)c1ccc(Cn2c(=O)c3cccn3c3cccnc32)cc1	·	·	-20%	-27%	?	·	7.4%	·	-7%
Cc1ccc(C(=O)COC(=O)C2CC(=O)N(c3nc(-c4ccccc4)cs3)C2)cc1C (stereo not given)	-2%	i	-7%	-2%	0%	-2%	-0.3%	0	·
COc1ccc(NC(=O)c2cccc(-n3c(C)ccc3C)c2)c(OC)c1	?	?	-9%	-20%	1%	-20%	?	-61*	1%
Oc1cccc(Nc2nc(NCC3CCCO3)c3ccccc3n2)c1 (stereo not given)	15µM*	?	?	-27%	5%	-22%	2.1%	·	-2%
COc1cc(OC)cc(-c2cc3nc(C)c(CCC(=O)Nc4ccc(C(C)=O)cc4)c(C)n3n2)c1	·	·	12%	0%	4.1µM*	·	-3.3%	·	-10%
CC(c1ccco1)N(C(=O)c1cc(Cl)cc(Cl)c1)c1ccccn1 (stereo not given)	3%	i	?	-4%	-18%	-24%	0.3%	-19	-5%
CCOC(=O)CC(=O)Nc1nnc(C(C)C)s1	-1%	i	3%	2%	17%	-4%	-0.8%	-8	1%
Cc1ccccc1N1C(=O)C2ON(c3ccccc3)C(c3cccnc3)C2C1=O (stereo not given)	-179%[0.0737 µM]	i	-2%	0%	8%	2%	-0.2%	16	3%
O=C(CCC1N=C2c3ccccc3N=C(SCC(=O)Nc3ccccc3F)N2C1=O)NCc1ccccc1 (stereo not given)	·	i	-7%	-2%	7%	7%	7.3%	·	1%
O=C(c1ccccc1)N1CCN(C(=O)c2cc3nc(-c4ccccc4)cc(C(F)(F)F)n3n2)CC1	18%	i	-18%	-2%	26µM*	-34%	2.6%	?	-7%
CCC(c1nnc(SCC(=O)NCCc2ccc(Cl)cc2Cl)o1)N(C)C (stereo not given)	21%	i	-5%	-34%	-8%	-2%	0.0%	29	18%
CCOCCCNC(=S)N(Cc1ccccc1)Cc1nc2ccccc2c(=O)[nH]1	6%	i	?	-26%	?	-11%	0.1%	15	0%
CCOc1ccc(OCC)c(NC(=O)CSc2nnnn2CC)c1	-1%	i	19%	4%	1%	-9%	-0.1%	3	-5%

A draw from above in order of length of the SMILES, highest first:
SMILES	MCF10A rerep	S2 tox	TGFb inhibitor	HepG2 tox	Nrf2 inh	ATXN2 expr inh	Nrf2 activator	IL-1B inflam inh	A549 viability
O=C(CCC1N=C2c3ccccc3N=C(SCC(=O)Nc3ccccc3F)N2C1=O)NCc1ccccc1 (stereo not given)	·	i	-7%	-2%	7%	7%	7.3%	·	1%
CN1CCN(S(=O)(=O)c2ccc(N3CCN(S(=O)(=O)c4cccs4)CC3)nc2)CC1	27%	i	-1%	-15%	·	0%	-0.6%	-2	11%
O=C(COC(=O)c1cc(-c2ccco2)nc2ccccc12)NCc1ccc2c(c1)OCO2	-2%	i	?	-41%	10%	-9%	20%	-17	-3%
Oc1cccc(Nc2nc(NCC3CCCO3)c3ccccc3n2)c1 (stereo not given)	15µM*	?	?	-27%	5%	-22%	2.1%	·	-2%
CCOC(=O)CC(=O)Nc1nnc(C(C)C)s1	-1%	i	3%	2%	17%	-4%	-0.8%	-8	1%

Next results follow:
SMILES	MCF10A rerep	S2 tox	TGFb inhibitor	HepG2 tox	Nrf2 inh	ATXN2 expr inh	Nrf2 activator	IL-1B inflam inh	A549 viability
CCN(C(=O)COC(=O)c1ccccc1NCCO)c1cccc2ccccc12	?	i	-1%	-12%	?	-8%	1.4%	?	1%
CN(Cc1ccccc1C(F)(F)F)C(=O)C1CCC(=O)N(CC2CCCCC2)C1 (stereo not given)	·	?	?	-21%	·	·	3.3%	9	·
COc1cc2[nH]c(=O)n(CCC(=O)N3CCN(c4cccc(C)c4C)CC3)c(=O)c2cc1OC	11%	i	13%	-21%	?	-11%	-0.2%	34	-11%
Cc1cccc(C)c1NC(=O)COC(=O)CSc1nnc(N)s1	?	i	0%	7%	2%	3%	0.1%	-5	0%
CC(=O)C(Cc1ccccc1)NC(=O)CN1CCc2ccccc2C1 (stereo not given)	-3%	i	1%	-7%	-12%	·	1.0%	0	0%
COc1ccc(OC)c(NC(=O)c2cc(OC(C)=O)cc(C(=O)Nc3cc(OC)ccc3OC)c2)c1	1%	?	?	-25%	0%	·	1.8%	-10	3%
Cc1cccc(CN2CCC(C(=O)Nc3ccc(Oc4cccnc4)cc3)CC2)c1	-1%	i	?	11µM*	-5%	-4%	2.9%	-6	2%
CN(C)C(=O)Cn1c(SCC(=O)Nc2ccc3c(c2)OCO3)nc2ccccc21	1%	?	-6%	4%	·	-5%	-0.2%	13	-7%
O=C(NC1CCCCC1NC(=O)c1cccs1)c1cccs1 (stereo not given)	1%	i	0%	-9%	4%	-14%	0.3%	3	8%
